EWS-Fli inh: EWS/Fli-driven NR0B1 reporter inhibitors, primary screen, A673 cells, NR0B1 luciferase, luminescence, MLPCN library | viability-normalised | inhibition, % at 12.6 µM | 350,000 compounds, 0.67% hits;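 active = mean inhibition of at least 50% after viability correction, with every replicate also passing that limit; inconclusive = mean reaches 50% but only one of two replicates passes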;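 note: firefly luciferase signal divided by Alamar Blue viability fluorescence both relative to DMSO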
GSIS activator: GLuc luminescence reporter in INS-1E cells, primary screen for activators of glucose-dependent secretion of insulin; INS-1E GLuc reporter insulin secretion, 2-3 h; activation, % at 16.6 µM; 370,000 compounds, 0.61% hits;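 active = lowest replicate activation of at least 40%, so every replicate reaches that level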;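 note: 0% = median of neutral control wells and 100% = median of IBMX positive control wells; some compounds called inactive have numbers as strong as hits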
DENV2 CPE rescue: inhibitors of DENV2 cytopathic effect, primary screen, cell-based, plate reader, single concentration; AID 651640, 2012; DENV2-infected cells, cytopathic effect rescue; CPE inhibition, % at 9.99 µM; 350,000 compounds, 1.7% hits; in the data active = CPE inhibition above about 20%, passing the limit was not always enough; inconclusive = no clear call, values can overlap the other calls; tested in BHK-21 cells;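 note: 0% = median of neutral control wells and 100% = median of positive control wells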
FN deposit inh: inhibitors of fibronectin matrix deposition, primary screen, AH1F cells, Alexa488-fibronectin fluorescence, plate reader; AH1F fibroblasts, overnight; 350,000 compounds, 0.086% hits; inhibition, % at 12.6 µM;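 active = mean inhibition across replicates of 30% or more, regardless of how many single replicates reach that level; inconclusive = mean under 30% yet at least half of replicates reach 30%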;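 note: positive control wells lacked labelled fibronectin entirely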
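Assay system: AH1F fibroblasts / Quantity: 10000 cells per well / Medium: DMEM plus 2% serum, read in PBS / Reagent: labelled fibronectin 24 nM / Dosing: single dose, pinned / Times: 1 h cell attachment, overnight exposure to compound and label / Signal: fluorescence, ex 485 nm, em 525 nm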
miR122 inh: miR-122 Renilla sensor signal increase in Huh7, primary screen, miR-122 inhibitor project, cell-based, single point, plate reader | 340,000 compounds, 0.3% hits | Huh7 miR-122 Renilla luciferase sensor, 48 h; neutral wells = 0, positive control = 100 | AID 602342, 2012 | activation (reporter increase), % at 12.5 µM;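 active = mean replicate activation score at least 90 and every replicate individually at or above 90; inconclusive = only one of the two criteria met; inactive = neither criterion met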;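 note: higher luciferase means less miR-122 activity so hits act as miR-122 inhibitors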
CFTR F508del cor: F508del CFTR correction, initial screen, CFBE line, single point. 350,000 compounds, 0.36% hits. CFBE cells, YFP halide quenching; stimulated with forskolin plus potentiator P3; % fluorescence drop versus neutral controls. activity (quench increase), % at 7.58 µM;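 active = mean added fluorescence quench of at least 8% versus neutral control, with both replicates also reaching 8%; inconclusive = only one of the mean or replicate conditions met; inactive = mean below 8% and not both replicates reaching 8%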;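 note: cells transiently co-express mutant CFTR-F508del with the halide-sensitive YFP; corrector assay measuring rescue of mutant channel to the surface after 24 h compound exposure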
PAX8 reporter: inhibitors of PAX8-driven TPO luciferase reporter, primary screen, RMG-I cells, single concentration; inhibition, % at 12.6 µM; SteadyGlo, 24 h; AID 652154, 2013; 360,000 compounds, 1.2% hits;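 active = mean replicate inhibition at least 60% with every replicate also reaching 60%; inconclusive = only one of the two criteria is met; inactive = mean below 60% and not all replicates reaching 60%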;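 note: luciferase light reporting Pax8 driven TPO promoter activity; plate controls were median of neutral control wells for no effect and mitoxantrone controls for full effect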
Active calls of the source: *; ? = inconclusive; . = no result given; & = joins results of further samples; [ ] = remark or other dose.

No.	Compound	EWS-Fli inh	GSIS activator	DENV2 CPE rescue	FN deposit inh	miR122 inh	CFTR F508del cor	PAX8 reporter
1	Cc1cccc(OCCCC(=O)NNC(=O)c2ccncc2)c1	9	-11	-4	-5	-2	1.6	-4
2	COCCCNC(=O)C(=O)NCC1CCCN1S(=O)(=O)c1cccs1 (centres undefined)	1	10	-1	5	.	1.9	0
3	CCO/C=N/Nc1nc(C(F)(F)F)nc2c1cnn2Cc1ccccc1	13	1	3	2	-3	0.5	-7
4	COCCN1CCN(C(=O)c2ccc3oc(CCc4ccccc4)nc3c2)CC1	-28	5	2	1	-6	-0.8	.
5	COc1cc([N+](=O)[O-])ccc1NC(=O)CN1C(=O)NC2(CCCCC2C)C1=O (centres undefined)	-4	-17	7	0	.	2.6	3
6	O=C(N/N=C/C=C/c1ccc([N+](=O)[O-])cc1)C1COc2ccccc2O1 (centres undefined)	7	-2	-17	6	.	-2.8	26
7	O=C1C=C(c2ccccc2)CCC1	-5	.	.	5	13	1.2	-14
8	CC(C)CC#Cc1ccc2c(c1)O[C@@H](CN(C)CC1CCOCC1)[C@H](C)CN([C@@H](C)CO)S2(=O)=O	21	-16	-2	.	1[16.7 µM]	4.5	.
9	COc1ccc(C(C(=O)NC2CCCCC2)N(Cc2cccnc2)C(=O)c2snc(C(N)=O)c2N)cc1 (centres undefined)	5	3	-5	2	3	1.6	-10
10	COC(=O)CSc1nnc(CNC(=O)c2ccccc2OC)n1-c1ccc(OC)cc1	1	.	4	.	0	1.1	.
11	C#CCOCCOCCOCCNc1nc(N2CCN(C(=O)Cn3cc(CCCN=C(N)N)nn3)CC2)nc(N2CCN(C(=O)[C@H](C)n3cc(CCCN=C(N)N)nn3)CC2)n1	-26	0	.	1	-9	-1.3	-6
12	Cc1cc(S(=O)(=O)N2CCCC(N(C)CCc3ccccn3)C2)c(C)s1 (centres undefined)	4	-6	14	-2	7	4.7	0
13	CN1c2ccc(Br)cc2[C@@H]2[C@@H](CCN2C(=O)C2CCCCC2)[C@@H]1CO	-17	-34	67*	-6	-5[16.7 µM]	3.7	-10
14	CCCNC(=O)C[C@H]1CC[C@H]2[C@@H](COC[C@@H](O)CN2S(=O)(=O)c2ccccc2F)O1	4	19	8	-5	-4[16.7 µM]	-2.4	-10
15	Cc1ccc(CNC(=O)C23CN(Cc4ccccc4)CC2C(c2cccc([N+](=O)[O-])c2)=NO3)cc1 (centres undefined)	-4	.	-1	9	0	-1.7	8
16	COc1cc(OC)cc(-c2c(Sc3ccccc3)c3cc(-c4ccc5c(c4)OCCO5)ccc3n2C)c1	5	30	6	1	.	2.7	-34
17	CCNC(=O)C1CCCN(C(=O)c2ccc3c(c2)OCO3)CC1 (centres undefined)	9	-2	-6	7	.	0.1	0
18	O=C(C1CCOCC1)N1CC[C@@H]2[C@H](CO)Nc3ccc(Br)cc3[C@@H]21	-3	16	-3	-1	5[16.7 µM]	0.1	-8
19	N#Cc1c(N)nc(N2CCCC2)c(C#N)c1-c1ccc(Cl)cc1	.	.	.	17	6	.	26
20	CC(C)C(=O)Nc1ccc2c(c1)C(=O)N(C)[C@@H]1CC[C@@H](CC(=O)NCCCN(C)C)O[C@@H]1CO2	-4	1	5	-11	8[16.7 µM]	-1.3	-35
21	CCCC1NC(=O)c2cccnc2-n2c1nc1cc(C)cc(C)c1c2=O (centres undefined)	9	-1	-3	4	-6	-1.0	17
22	C[C@@H]1CN([C@H](C)CO)C(=O)c2cc(N(C)C)ccc2O[C@@H](C)CCCCO[C@H]1CN(C)S(=O)(=O)c1ccccc1	-1	-10	-3	.	6[16.7 µM]	-2.2	12
23	O=C(c1cccc(F)c1)N1CC2(C1)[C@H](c1ccccc1)[C@H](CO)N2C(=O)C1CCCC1	-3	-3	18	-9	.	-3.1	.
24	Cc1ccc(N(C(=O)c2snc(C(N)=O)c2N)C(C(=O)NCCC(C)C)c2ccco2)cc1 (centres undefined)	2	-5	9	-6	.	-0.8	21
25	O=C(Nc1ccccc1N1CCCC1)C1CCN(S(=O)(=O)c2ccc(F)cc2)CC1	0	-15	2	9	-7	2.6	11
26	Cc1ccc(OCC(=O)NNC(=O)c2ccc(F)c(S(=O)(=O)N3CCOCC3)c2)cc1C	-3	.	0	-3	-6	.	8
27	Cc1ccc(NC(=O)CN(Cc2ccco2)Cc2ccccc2O)cc1C	-38	-8	18	0	4	-2.9	-9
28	O=c1c2ccccc2nnn1CSc1nnnn1-c1ccc(O)cc1	-11	11	-3	5	1	-0.7	-13
29	O=C(N/N=C/c1c[nH]c2ccc(Br)cc12)c1ccccn1	14	9	.	1	.	0.8	18
30	C[C@@H]1NS(=O)(=O)c2cccc(Cl)c2O[C@@H]1c1ccccc1	0	7	0	-7	.	1.5	5

(listing goes on)
No.	Compound	EWS-Fli inh	GSIS activator	DENV2 CPE rescue	FN deposit inh	miR122 inh	CFTR F508del cor	PAX8 reporter
31	O=C1OCCN/C1=C\C(=O)c1ccccc1	0	8	-1	1	5	-1.8	22
32	COc1ccc2c(C(=O)NCc3ccc4c(c3)OCO4)c(-c3ccc(S(C)(=O)=O)cc3)sc2c1	13	2	-6	1	11	1.3	-8
33	COc1ccc(S(=O)(=O)N(C)C[C@@H]2OCCCC[C@@H](C)Oc3ccc(NS(=O)(=O)c4ccccc4)cc3C(=O)N([C@H](C)CO)C[C@@H]2C)cc1	2	15	5	3	8[16.7 µM]	4.1	17
34	Cc1ccc(C2=CN(Cc3ccccc3)CCC2=O)cc1	-12	.	-10	-26	-5	-1.6	-17
35	COc1ccc(C(NC(=O)CN2C(=O)NC3(CCc4ccccc43)C2=O)c2ccc(OC)cc2)cc1 (centres undefined)	11	-70	18	-7	-5	0.4	16
36	COCCN=C1NN=C(c2ccc(C)c([N+](=O)[O-])c2)CS1	-33	15	4	-8	-18	-1.8	-81
37	C/C=C/c1ccc([C@H]2[C@@H](CNC(C)=O)N(C(=O)Cc3cccnc3)[C@H]2CO)cc1	-1	-8	-3	-3	-21[16.7 µM]	-1.5	0
38	CC(C)NC(=O)N(C)C[C@@H]1Oc2cc(C#CCN(C)C)ccc2S(=O)(=O)N([C@H](C)CO)C[C@H]1C	-1	5	15	8	7[16.7 µM]	-1.4	.
39	Cc1nn(CC(=O)O)c(=O)c2ccccc12	.	.	.	2	-4	.	11
40	O=C(C[C@H]1C[C@@H]2c3cc(NS(=O)(=O)c4ccc(F)cc4)ccc3O[C@@H]2[C@H](CO)O1)NCc1ccncc1	-3	-2	-6	-1	2[16.7 µM]	-2.4	.
41	O=C(CSc1ccc2nnc(CCNC(=O)c3ccc(F)cc3)n2n1)NCC1CCCO1 (centres undefined)	3	-2	2	6	-6	0.1	.
42	COC(=O)CCCCCN1C(=O)NC(c2ccccc2)C(C(=O)OCc2ccccc2)=C1C (centres undefined)	-1	-11	8	0	.	0.2	0
43	O=C(NNC(=O)c1cc(Cl)ccc1O)c1cccc(S(=O)(=O)N2CCOCC2)c1	2	-13	?	6	-3	1.8	15
44	O=C(O)c1ccccc1CSc1ncn[nH]1	.	-2	.	10	0	.	.
45	C[C@H]1CN([C@@H](C)CO)C(=O)CCCn2nncc2CO[C@H]1CN(C)C(=O)CCC(F)(F)F	11&2&1	3&10	?	3&-2	6	2.5&-1.2&-3.2	5&-3
46	CN(C)S(=O)(=O)c1ccc(N2CCCC2)c(C(=O)NCc2ccc(Cl)cc2)c1	.	.	.	-6	14	.	10
47	COc1ccccc1C(=O)NCC(=O)N/N=C/c1ccncc1	-15	5	4	-4	.	-4.9	4
48	O=C(CN1CCOCC1)NCC[C@H]1CC[C@@H](NS(=O)(=O)c2ccc(Cl)cc2)[C@H](CO)O1	-2	3	-7	11	.	1.9	-8
49	CCCS(=O)(=O)NC(=O)C1(C)CCCN(C(=O)/C=C/c2ccccc2)C1 (centres undefined)	-1	4	0	2	-2	-2.6	7
50	COCC(=O)N1CC(=O)N2[C@H](CO)[C@@H](c3ccc(-c4cccnc4)cc3)[C@@H]2C1	7	15	3	.	.	-0.4	.
51	C[C@H]1CN([C@@H](C)CO)C(=O)c2cccc(NC(=O)Nc3ccccc3)c2O[C@@H]1CN(C)S(=O)(=O)c1ccc(F)cc1	7	1	14	.	-1[16.7 µM]	1.6	5
52	CCn1c(=O)c(=O)[nH]c2cc(C(=O)NC3CCCc4ccccc43)ccc21 (centres undefined)	.	.	.	9	9	.	21
53	O=c1[nH]c(CSc2nnc(Cc3ccccc3)o2)nc2ccccc12	-1	33	-6	2	-2	0.2	10
54	CC(C)(C)NC(=S)N1CCC2CC1c1c(Cl)cccc12 (centres undefined)	-14	3	-4	-4	26	-1.6	-39
55	CCC(=O)N(C)C[C@H]1Oc2cc(-c3ccc(F)cc3)ccc2S(=O)(=O)N([C@H](C)CO)C[C@@H]1C	9	-1	-3	.	-12[16.7 µM]	-0.1	.
56	COc1ccc(-n2c(=S)[nH]c3cc(C(=O)NCc4cccnc4)ccc3c2=O)c(OC)c1	7	1	7	5	0	-3.0	-4
57	C/C=C/c1ccc([C@H]2[C@H](CO)N3C(=O)CN(Cc4ccc(C)cc4)C[C@@H]23)cc1	.	1	-3	.	.	3.7	.
58	O=C(COC(=O)c1ccc(S(=O)(=O)N2CCCC2)cc1)Nc1cccc(F)c1	6	.	4	3	-2	4.3	-5
59	O=C(c1cnccn1)N1CC(=O)N2[C@H](CO)[C@H](c3ccc(-c4ccc(F)cc4)cc3)[C@H]2C1	.	1	-2	.	.	-2.4	.
60	Cc1cc(C)c2cc(C(=O)Nc3ccc4c(c3)OCO4)[nH]c2c1	-1	3	0	-7	.	-1.5	4

A draw from above in order of formula weight, smallest number first:
No.	Compound	EWS-Fli inh	GSIS activator	DENV2 CPE rescue	FN deposit inh	miR122 inh	CFTR F508del cor	PAX8 reporter
54	CC(C)(C)NC(=S)N1CCC2CC1c1c(Cl)cccc12 (centres undefined)	-14	3	-4	-4	26	-1.6	-39
5	COc1cc([N+](=O)[O-])ccc1NC(=O)CN1C(=O)NC2(CCCCC2C)C1=O (centres undefined)	-4	-17	7	0	.	2.6	3
9	COc1ccc(C(C(=O)NC2CCCCC2)N(Cc2cccnc2)C(=O)c2snc(C(N)=O)c2N)cc1 (centres undefined)	5	3	-5	2	3	1.6	-10

Source: PubChem
